Screening data: PubChem, National Center for Advancing Translational Sciences (NCATS)
FEN1 inh – qHTS Assay for the Inhibitors of Human Flap endonuclease 1 (FEN1); P39748; Recombinant FEN1 flap cleavage, fluorescence, 15 min; Potency, µM (titrated, usually from 114 µM), for the others: at the highest dose activity change, negative = inhibition, most hits filed as inhibitors; 390,000 compounds, 0.35% hits; AID 588795, 2011; also: nearly all actives have a fitted effect of over 65% in size
Target sequence (P39748 whole entry, looked up): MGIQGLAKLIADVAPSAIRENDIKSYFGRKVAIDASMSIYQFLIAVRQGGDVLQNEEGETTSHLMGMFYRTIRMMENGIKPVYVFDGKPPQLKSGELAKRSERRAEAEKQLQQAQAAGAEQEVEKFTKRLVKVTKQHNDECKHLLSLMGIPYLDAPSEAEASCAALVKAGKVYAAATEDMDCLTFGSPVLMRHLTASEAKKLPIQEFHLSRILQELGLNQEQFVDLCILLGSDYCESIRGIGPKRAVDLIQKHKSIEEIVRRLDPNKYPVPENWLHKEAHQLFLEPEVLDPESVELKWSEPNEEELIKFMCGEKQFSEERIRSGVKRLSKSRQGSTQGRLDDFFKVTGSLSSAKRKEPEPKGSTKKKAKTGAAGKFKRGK
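Potency values derive from four-parameter Hill fits of normalized qHTS data. The reaction used 10 nM FEN1 preincubated 15 min at room temperature with compound, then 50 nM DNA substrate, read at 0 and 15 min.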
TDP1 cell CPT – qHTS for Inhibitors of human tyrosyl-DNA phosphodiesterase 1 (TDP1): qHTS in cells in presence of CPT; chicken DT40 Tdp1-/-;hTDP1 cells + 20 nM CPT, ATP luminescence, 48 h; Potency, µM (highest dose often 46.2 µM), for the others: at the highest dose activity change, negative = growth inhibition, most hits filed as inhibitors; 420,000 compounds, 12% hits; also: nearly all actives have a fitted effect of over 55% in size
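Chicken DT40 Tdp1-/- cells complemented with human TDP1, 400 cells/well, exposed to compounds plus 20 nM camptothecin for at least 48 h at 37 C; viability read as ATP content by CellTiter-Glo luminescence.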
N370S GC – qHTS Assay for Inhibitors and Activators of N370S glucocerebrosidase as a Potential Chaperone Treatment of Gaucher Disease | Lysosomal acid glucosylceramidase (Homo sapiens), P04062 | N370S GC spleen homogenate, 4MU-glucoside fluorescence | Potency, µM (series often up to 59.4 µM), inactives show top-dose activity change, negative = inhibition, most hits filed as inhibitors | 330,000 compounds, 0.092% hits;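 also: 0% = full enzyme activity and -100% = no enzyme basal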
* marks the source's active call; other numbers are inactive results; & = joins results of further samples. Calls follow the shape of the dose curve; as a rule, active = well fitted curve in the direction sought with a large enough effect; inconclusive = small, poorly fitted or top-dose-only effect, or another doubt; inactive = no such curve, though single readings can be large; an effect the other way counts as inactive or inconclusive. Unless noted, % is scaled to controls: 0 for no effect and ±100 for the full control effect; potency is read from the fitted curve at half-maximal effect. Only part of the results is shown. The share of hits here may be higher or lower than overall.

How did COC(=O)c1ccc(-n2nnnc2SCC(=O)Nc2ccccc2OC)cc1 do in these assays?
FEN1 inh: 3%; TDP1 cell CPT: inconclusive; N370S GC: 7%

How did CCc1ccccc1NC(=O)N1CCc2ccccc21 do in these assays?
FEN1 inh: 18%; TDP1 cell CPT: 23µM*; N370S GC: 25%

What do the screens show for `O=S(=O)(c1ccccc1)N1CCNc2ccccc21`?
FEN1 inh: -2%; TDP1 cell CPT: 6%

What do the screens show for `Cc1nn(-c2ccc(F)cc2)c2nc(N)c(C#N)c(-c3cccs3)c12`?
FEN1 inh: inconclusive; TDP1 cell CPT: 23µM*; N370S GC: -5%

How did Cc1cccn2c(Nc3ccc4c(c3)OCCO4)c(-c3ccc(Br)o3)nc12 do in these assays?
FEN1 inh: inconclusive; TDP1 cell CPT: inconclusive

How did OC(c1ccc(F)cc1)(C1CCCCC1)C(CN1CCOCC1)c1ccccc1 (stereo not drawn) do in these assays?
FEN1 inh: 13%; TDP1 cell CPT: inconclusive; N370S GC: -11%

How did O=C(NCCc1ccc(C(F)(F)F)cc1)C1CCC(=O)N(C2CC2)C1 (stereo not drawn) do in these assays?
FEN1 inh: 9%; TDP1 cell CPT: 9%; N370S GC: -5%

What do the screens show for `Cc1cc(Nc2ccccc2)nn1C(=O)c1ccc(Br)cc1`?
FEN1 inh: 3%; TDP1 cell CPT: -28%; N370S GC: 2%

How did Clc1ccc(-c2nnc(-c3ccco3)nc2N2CCCCC2)cc1 do in these assays?
FEN1 inh: -1%; TDP1 cell CPT: 21µM*; N370S GC: inconclusive

What do the screens show for `CCC(C(=O)Nc1ccc(N2CCOCC2)c(S(=O)(=O)Nc2ccccc2OC)c1)c1ccccc1` (stereo not drawn)?
FEN1 inh: 1%; TDP1 cell CPT: inconclusive

Gathered by group: the compounds so far with bromine.
How did Cc1cccn2c(Nc3ccc4c(c3)OCCO4)c(-c3ccc(Br)o3)nc12 do in these assays?
FEN1 inh: inconclusive; TDP1 cell CPT: inconclusive

What do the screens show for `Cc1cc(Nc2ccccc2)nn1C(=O)c1ccc(Br)cc1`?
FEN1 inh: 3%; TDP1 cell CPT: -28%; N370S GC: 2%

More records:
What do the screens show for `Cc1cc(C)c(C(=O)CSc2n[nH]c(=O)n2C2CC2)cc1C`?
FEN1 inh: 5%; TDP1 cell CPT: 11µM*; N370S GC: 12%

How did COc1ccc(CN2CCC(N(CCc3ccccc3)Cc3ccccc3)CC2)c(OC)c1 do in these assays?
FEN1 inh: -9%; TDP1 cell CPT: 23µM*; N370S GC: -2%

What do the screens show for `CC(=O)Nc1ccc(NC(=O)Nc2sc3nc4n(c(=O)c3c2C)CCC(C)CC4)cc1` (stereo not drawn)?
FEN1 inh: -22%; TDP1 cell CPT: -1%

Results for O=C(O)C1CSC(CCc2ccccc2)N1 (stereo not drawn) ?
FEN1 inh: 9%; TDP1 cell CPT: 2%; N370S GC: 3%

Results for CCN(c1ccc(C)cc1C)S(=O)(=O)c1nnc(NC(=O)CC(C)C)s1 ?
FEN1 inh: 1%; TDP1 cell CPT: inconclusive

How did COc1ccc(Cc2nc(C(=O)NCc3ccccc3OC)cs2)cc1 do in these assays?
FEN1 inh: 0%; TDP1 cell CPT: inconclusive; N370S GC: 17%

How did O=C(N/N=C/c1c[nH]c2ccc(Br)cc12)c1ccn(Cc2ccc(Cl)cc2Cl)n1 do in these assays?
FEN1 inh: -3%; TDP1 cell CPT: inconclusive; N370S GC: -15%

Results for Cc1cccc(/C(N)=N/OC(=O)Cc2cccc3ccccc23)c1 ?
FEN1 inh: -9%; TDP1 cell CPT: 2%; N370S GC: -6%

How did C/C(=N\NC(=O)c1cc(-c2cccc([N+](=O)[O-])c2)n[nH]1)c1ccc(F)cc1 do in these assays?
FEN1 inh: -11%; TDP1 cell CPT: 2%; N370S GC: -1%

What do the screens show for `COc1ccc(C(=O)N2CCN(c3cccc(Cl)c3)CC2)c(OC)c1`?
FEN1 inh: -3%; TDP1 cell CPT: 16µM*; N370S GC: -5%

What do the screens show for `CC(C)CSc1ncc(-c2cccc(C(F)(F)F)c2)cn1`?
FEN1 inh: -5%; TDP1 cell CPT: 4%; N370S GC: 8%

How did CCc1ccccc1NC(=O)CSc1nc2c(oc3ccccc32)c(=O)n1-c1ccccc1F do in these assays?
FEN1 inh: -4%; TDP1 cell CPT: inconclusive

Results for CC1CC(C)CN(Cc2nc3c(c(=O)n(C)c(=O)n3C)n2CCN2CCOCC2)C1 (stereo not drawn) ?
FEN1 inh: 1%; TDP1 cell CPT: -4%; N370S GC: -4%

What do the screens show for `Cc1cc(C)c2c(c1)c(C)cc1nnc(SCC(=O)NCc3ccco3)n12`?
FEN1 inh: 0%; TDP1 cell CPT: -17%; N370S GC: 4%

Results for Cc1cccn2c(=O)nc(SCC(=O)NC3CCCC3)nc12 ?
FEN1 inh: 0%; TDP1 cell CPT: -13%; N370S GC: 0%

What do the screens show for `CCCCSC1=C(C#N)C(c2ccccc2C)C(C(=O)OCC)C(=O)N1` (stereo not drawn)?
FEN1 inh: -2%; TDP1 cell CPT: -9%; N370S GC: 10%

Results for N#CCCN(NC1=NS(=O)(=O)c2ccccc21)C(=O)c1ccccc1Br ?
FEN1 inh: 5%; TDP1 cell CPT: 1%; N370S GC: 1%

What do the screens show for `CCC(C)NC(=O)Cn1c(=O)n(CC2CCC(C(=O)NC)CC2)c(=O)c2sccc21` (stereo not drawn)?
FEN1 inh: 14%; TDP1 cell CPT: 0%

How did O=C1CC(SC(=Nc2ccccc2)Nc2ccccc2)C(=O)N1c1cccc2ccccc12 (stereo not drawn) do in these assays?
FEN1 inh: -5%; TDP1 cell CPT: inconclusive; N370S GC: 7%

How did CCn1c(/C=C/c2c[nH]c3ccccc23)nc2ccccc2c1=O do in these assays?
FEN1 inh: -12%; TDP1 cell CPT: inconclusive; N370S GC: -2%

Results for COc1ccc(C(=O)C2CCCN(Cc3ccc4nonc4c3)C2)c(C)c1 (stereo not drawn) ?
FEN1 inh: -5%; TDP1 cell CPT: inconclusive; N370S GC: -6%

What do the screens show for `CCC(C)NCC(=O)Nc1ccc(-c2nc3cc(NC(=O)CNC(C)CC)ccc3o2)cc1` (stereo not drawn)?
FEN1 inh: 7%; TDP1 cell CPT: 6.5µM*; N370S GC: 0%

What do the screens show for `COc1cc(Cl)c(C)cc1NC(=O)c1sc2nc(C)cc(C)c2c1N`?
FEN1 inh: -7%; TDP1 cell CPT: -2%

Results for CN(CC1CCCN(CCc2ccc(Cl)cc2)C1)C(=O)c1ccoc1 (stereo not drawn) ?
FEN1 inh: -2%; TDP1 cell CPT: -11%; N370S GC: -1%

What do the screens show for `CCN1CCN(C(=O)CNC(=O)c2nn(-c3ccc(OC)cc3)c(=O)c3ccccc23)CC1`?
FEN1 inh: -1%; TDP1 cell CPT: 3%; N370S GC: -15%

Results for COc1ccc(-c2noc(CSc3ccccc3)n2)cc1OC ?
FEN1 inh: -20%; TDP1 cell CPT: -21%; N370S GC: -15%

Results for CN(C)CCCNC(=O)C[C@H]1C[C@H](C(=O)N2CCCCC2)[C@@]2(CCc3ccccc3)c3[nH]c4cc(CCC(=O)N(C)C)ccc4c3CCN2C1=O ?
FEN1 inh: -9%; TDP1 cell CPT: -5%

Results for O=C(CSC1CN(C(c2ccccc2)c2ccccc2)C1)N/N=C/c1ccc(Cl)cc1Cl ?
FEN1 inh: -21%; TDP1 cell CPT: -14%; N370S GC: -20%

What do the screens show for `O=[N+]([O-])c1c(NCCCO)cc(N2CCCCCC2)c2nonc12`?
FEN1 inh: -4%; TDP1 cell CPT: -17%; N370S GC: -18%

What do the screens show for `CC(C)c1cccc(C(C)C)c1NC(=O)CCN1C(=O)NC2(CCCC2)C1=O`?
FEN1 inh: 1%; TDP1 cell CPT: -13%

The closing two records of the part above are carried over, then new ones follow.
What do the screens show for `O=[N+]([O-])c1c(NCCCO)cc(N2CCCCCC2)c2nonc12`?
FEN1 inh: -4%; TDP1 cell CPT: -17%; N370S GC: -18%

What do the screens show for `CC(C)c1cccc(C(C)C)c1NC(=O)CCN1C(=O)NC2(CCCC2)C1=O`?
FEN1 inh: 1%; TDP1 cell CPT: -13%

Results for COc1ccc2oc(=N)c(C(=O)Nc3ccccc3Cl)cc2c1 ?
FEN1 inh: 25%; TDP1 cell CPT: -26%; N370S GC: 8%

Results for CCN1CCN(CC(=O)N/N=C/c2ccc(F)cc2F)CC1 ?
FEN1 inh: 1%; TDP1 cell CPT: 6%; N370S GC: 4%

What do the screens show for `CCS(=O)(=O)N1CCC(NC(=O)C2CCCCC2)CC1`?
FEN1 inh: 0%; TDP1 cell CPT: -6%; N370S GC: -7%

How did CC(C)(C)c1cnnn1-c1cccc([N+](=O)[O-])c1 do in these assays?
FEN1 inh: -3%; TDP1 cell CPT: -11%; N370S GC: -30%

How did COc1ccc(-n2c(C)cc(=O)[nH]c2=O)cc1 do in these assays?
FEN1 inh: 0%; TDP1 cell CPT: 2%; N370S GC: 1%

What do the screens show for `CCCN1CCc2nc(N3CCN(CC)CC3)ncc2C1`?
FEN1 inh: -3%; TDP1 cell CPT: -1%

What do the screens show for `Cc1ccc(C(=O)N2CCN(S(=O)(=O)c3ccc(Br)cc3)CC2)o1`?
FEN1 inh: -1%; TDP1 cell CPT: 0%; N370S GC: -6%

What do the screens show for `CN(CC(=O)Nc1ccc(C(N)=O)cc1)CC(=O)Nc1ccccc1Br`?
FEN1 inh: 16%; TDP1 cell CPT: 0%; N370S GC: -2%

How did Cc1cc(-c2nnc(SCC(=O)Nc3cccc(C)c3C)n2N)n[nH]1 do in these assays?
FEN1 inh: 18%; TDP1 cell CPT: 0%; N370S GC: -8%

How did O=C(N=C1SC2CS(=O)(=O)CC2N1c1ccccc1)C1CC1 (stereo not drawn) do in these assays?
FEN1 inh: 6%; TDP1 cell CPT: 3%; N370S GC: -12%

Results for CCOc1ccc(S(=O)(=O)N2CCC(N3CCN(Cc4ccc(C)cc4)C(=O)C3=O)CC2)cc1 ?
FEN1 inh: 21%; TDP1 cell CPT: -18%

What do the screens show for `Cc1ccc([C@@H]2CC=C(C(=O)O)[C@H](c3cccc(Cl)c3)N2S(=O)(=O)c2ccccc2C)cc1`?
FEN1 inh: -1%; TDP1 cell CPT: 0%

How did CC(=O)[C@@]1(O)CCC2C3CC[C@H]4C[C@@H](O)CC[C@]4(C)C3CC[C@@]21C (stereo partly drawn) do in these assays?
FEN1 inh: -3%; TDP1 cell CPT: 7%

How did Cn1c(CNc2cccc(Cl)c2)nnc1SCC#N do in these assays?
FEN1 inh: 1%; TDP1 cell CPT: 7%; N370S GC: -5%

How did COc1ccc(NC(=O)/C(C#N)=C/c2ccc3c(c2)n(C)c(=O)n3C)cc1 do in these assays?
FEN1 inh: 5%; TDP1 cell CPT: -1%; N370S GC: -9%

How did Cc1ccccc1C(=O)NCC(c1ccco1)N1CCc2ccccc21 (stereo not drawn) do in these assays?
FEN1 inh: -4%; TDP1 cell CPT: 0%; N370S GC: 2%

What do the screens show for `Cc1ccc(C)c(NC(=O)N2CC=C(c3c[nH]c4ccccc34)CC2)c1`?
FEN1 inh: -24%; TDP1 cell CPT: inconclusive

How did Cc1ccc(C(C(=O)NC2CCCCC2)N2CCOCC2)cc1 (stereo not drawn) do in these assays?
FEN1 inh: 1%; TDP1 cell CPT: -10%; N370S GC: 6%

What do the screens show for `Cc1cc(C(=O)CSc2nnc(-c3ccc4c(c3)OCO4)o2)c(C)n1-c1ccc(F)cc1`?
FEN1 inh: 5%; TDP1 cell CPT: -12%; N370S GC: 26%

Results for COc1ccc(-c2cc(C(=O)N3CCCCC3C)no2)cc1OC (stereo not drawn) ?
FEN1 inh: 17%; TDP1 cell CPT: -3%

What do the screens show for `COc1ccccc1Nc1nn2c(=O)c3ccc(C(=O)N4CCCC(C)C4)cc3nc2s1` (stereo not drawn)?
FEN1 inh: -3%&-8%; TDP1 cell CPT: 12µM*; N370S GC: -3%

For convenience, two of the compounds above:
How did COc1ccc(NC(=O)/C(C#N)=C/c2ccc3c(c2)n(C)c(=O)n3C)cc1 do in these assays?
FEN1 inh: 5%; TDP1 cell CPT: -1%; N370S GC: -9%

How did Cc1ccccc1C(=O)NCC(c1ccco1)N1CCc2ccccc21 (stereo not drawn) do in these assays?
FEN1 inh: -4%; TDP1 cell CPT: 0%; N370S GC: 2%
